Source: PubChem (Broad Institute)
E-selectin induc: E-selectin induction on HUVECs | P16581 | HUVEC E-selectin immunofluorescence imaging; normalized: neutral wells 0, TNF-alpha wells 100 | activation, % at 7.58 µM | actives 0.37% (n = 260,000);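 active means mean E-selectin-positive cell signal at least 10% of the positive control, reached in at least 60% of replicates, without over 20% cell loss; inconclusive means no rule given, readout overlaps actives, possibly toxicity-flagged; inactive means the rest, including those meeting only one limit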;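 further: in these data hits start at about 27%; measured in HUVEC primary endothelial cells; signal is the percent of cells scored E-selectin positive by PE staining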
Target sequence (P16581 whole entry, looked up): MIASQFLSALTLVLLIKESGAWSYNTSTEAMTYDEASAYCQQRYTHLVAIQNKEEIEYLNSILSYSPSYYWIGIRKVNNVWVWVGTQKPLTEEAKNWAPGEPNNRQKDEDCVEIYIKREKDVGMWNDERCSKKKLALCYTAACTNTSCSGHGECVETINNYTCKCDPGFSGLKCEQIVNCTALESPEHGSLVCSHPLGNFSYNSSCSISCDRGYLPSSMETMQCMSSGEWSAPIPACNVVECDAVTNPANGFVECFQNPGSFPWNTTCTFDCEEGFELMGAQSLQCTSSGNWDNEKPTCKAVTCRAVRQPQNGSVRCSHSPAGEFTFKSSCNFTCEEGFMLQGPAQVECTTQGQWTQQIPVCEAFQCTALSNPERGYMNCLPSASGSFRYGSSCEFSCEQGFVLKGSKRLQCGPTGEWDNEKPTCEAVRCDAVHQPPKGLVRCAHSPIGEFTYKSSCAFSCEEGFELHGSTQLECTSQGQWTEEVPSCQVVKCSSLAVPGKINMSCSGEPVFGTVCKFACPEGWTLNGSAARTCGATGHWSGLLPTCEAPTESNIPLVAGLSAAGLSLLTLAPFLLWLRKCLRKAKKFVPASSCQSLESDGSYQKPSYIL
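assay system = HUVEC, human umbilical vein endothelial cells | input = 3,000 HUVEC seeded per well | medium = EGM-2 growth medium on 0.1% gelatin-coated wells | dosing = one compound dose added by pin transfer | signal = immunofluorescence imaging | read-out basis = % PE-positive cells | control set = TNF-alpha, DMSO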
DENV2 CPE rescue: DENV2-induced cell death inhibition; DENV2-infected cells, cytopathic effect rescue, plate reader; CPE inhibition, % at 9.99 µM; actives 1.7% (n = 350,000); AID 651640; in the data active means CPE inhibition above about 20%, passing the limit was not always enough; inconclusive means no clear call, values can overlap the other calls; tested in BHK-21 cells;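 further: 0% = median of neutral control wells and 100% = median of positive control wells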
SIRT5 inh: blocks human SIRT5 desuccinylation of peptide; AID 652115; Q9NXA8; inhibition, % at 15 µM; Purified SirT5, succinyl-peptide AMC, trypsin-coupled fluorescence; actives 1.1% (n = 330,000); in the data active means inhibition above about 15%; inconclusive means no clear call, values can overlap the other calls
Target sequence (Q9NXA8 whole entry, looked up): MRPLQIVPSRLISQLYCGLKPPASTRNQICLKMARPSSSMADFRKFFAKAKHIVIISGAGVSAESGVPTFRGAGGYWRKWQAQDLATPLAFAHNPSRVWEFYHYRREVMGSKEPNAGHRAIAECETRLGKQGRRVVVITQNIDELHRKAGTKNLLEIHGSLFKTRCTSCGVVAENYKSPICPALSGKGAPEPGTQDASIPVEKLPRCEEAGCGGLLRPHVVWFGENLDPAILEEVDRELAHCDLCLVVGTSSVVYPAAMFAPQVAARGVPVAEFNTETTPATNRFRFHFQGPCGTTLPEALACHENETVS
C2C12 statin: protects C2C12 myotubes from simvastatin toxicity; ATP luminescence, 48 h; scaled: DMSO 0, geranylgeraniol control 100; rescue of ATP level, % at 7.49 µM; actives 0.78% (n = 330,000);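 active means mean ATP rescue above about 67%, or every replicate alone reaching that limit, limit read from the data, passing the limit was not always enough; inconclusive means no clear call, values can overlap the other calls; inactive means mean under the limit and some replicate under it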;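 further: myotubes were challenged with 10 µM simvastatin during compound exposure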
PglD inh: inhibitors of Campylobacter jejuni PglD acetyltransferase; AID 602405; actives 0.098% (n = 360,000); purified PglD enzyme, DTNB colorimetric CoA detection; inhibition, % at 12.5 µM; in the data active means inhibition above about 16%, passing the limit was not always enough; inconclusive means no clear call, values can overlap the other calls; further: strong numbers were not always called active
S100A4 inh HTS: inhibitors of human S100A4 binding to myosin IIA peptide; P26447; S100A4/TAMRA-MyoIIA peptide fluorescence polarization; inhibition, % at 10.7 µM; actives 0.14% (n = 360,000); AID 652163;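 active means mean inhibition of at least 70% across replicates, with every replicate also reaching that level; inconclusive means mean inhibition reaches 70% but some replicates fall short; inactive means mean inhibition below 70%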
Target sequence (P26447 whole entry, looked up): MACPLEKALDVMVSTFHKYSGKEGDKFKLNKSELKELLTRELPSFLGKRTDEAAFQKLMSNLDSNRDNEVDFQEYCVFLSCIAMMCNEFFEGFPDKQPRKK
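Compound dosing: one dose per compound; test system: human S100A4 monomer with TAMRA-labelled myosin IIA peptide; probe or stimulus: TAMRA-labelled myosin IIA heavy-chain peptide probe, 5 nM; medium: HEPES buffer with Ca2+, pH 7.2; schedule: 5 min incubation before reading; benchmarks: neutral control DMSO, positive control TFP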
ERp5 inh: ERp5 (human) disulfide isomerase inhibition | Q15084 | ERp5 insulin aggregation, absorbance 650 nm, 90 min | inhibition, % at 9.99 µM | actives 0.05% (n = 350,000) | AID 651711;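 active means mean replicate inhibition above about 25%, with every replicate also reaching it, limit read from the data, passing the limit was not always enough; inconclusive means only one of those two criteria met; inactive means neither criterion met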
Active calls of the source: *; ? = inconclusive; nt = no result given. A portion of the library; count on the stated rates, not on these rows.

SMILES	E-selectin induc	DENV2 CPE rescue	SIRT5 inh	C2C12 statin	PglD inh	S100A4 inh HTS	ERp5 inh
Cc1cccc(C(=O)NCN2CCN(c3ccccc3C#N)CC2)c1	-0.1	9	5	6	-2	0	2
COc1ccc(Cl)cc1NC(=O)CCCn1c(=O)c2cccn2c2cccnc21	-0.3	?	nt	3	1	0	2
Cc1ccc(C2C(C(=O)c3cc4ccccc4o3)=C(O)C(=O)N2c2cc(C)on2)cc1 (centres undefined)	-0.1	2	5	10	8	2	-9
COc1ccc(-c2csc3ncnc(N4CCN(c5ccccc5OC)CC4)c23)cc1	0.1	-2	-3	-37	-3	-2	2
CCOC(=O)CC[C@H](NC(=O)Cn1cnc(C(=O)Nc2ccc(C)c(C)c2)n1)C(=O)OCC	0.8	0	8	10	10	-8	5
Cc1noc(C)c1NC(=O)N1C[C@H](O)COC[C@@H]2O[C@H](CC(=O)NCC3CCCCC3)CC[C@H]21	0.0	-6	-2	11	-5	3	-6
CC(C)NC(=O)N(C)C[C@@H]1Oc2ncc(C#Cc3ccccc3F)cc2C(=O)N([C@@H](C)CO)C[C@@H]1C	0.2	-10	5	-15	4	3	0
COc1ccccc1N1CCN(CCCCNC(=O)c2ccc3ccccc3c2)CC1	0.2	1	-1	-12	-2	3	9
CCOC(=O)C1CCN(C(=O)c2cccc(N3C(=O)NC4CC3(C)Oc3ccc(C)cc34)c2)CC1 (centres undefined)	nt	-8	-1	-2	-1	-1	0
COc1ccc2c3c(n(C)c2c1)[C@H](CO)N(Cc1nccs1)CC31CCN(CC2CCCC2)CC1	-0.1	3	0	nt	nt	-8	3
O=C(NCCO)/C(=C/c1ccc(Br)cc1)NC(=O)c1cccs1	nt	5	1	5	1	0	-3
CCCN1[C@@H]2c3ccc(-c4ccccc4F)c(=O)n3C[C@@H]2[C@@H](CO)[C@@H]1C(=O)NCC	-0.4	-14	-2	7	-5	-30	2
CC(=O)Nc1nc(-c2ccc3c(c2)OCO3)cs1	0.5	-1	-1	13	nt	4	-3
CCS(=O)(=O)Nc1ccc2c(c1)C(=O)N(C)[C@@H]1CC[C@@H](CC(=O)Nc3ccccc3)O[C@H]1CO2	0.0	7	-2	-12	0	-7	2
C=CCN1C(=O)c2ccc(C(=O)OCC(=O)N3CCN(c4ccccc4)CC3)cc2C1=O	nt	-7	0	2	nt	-2	2
O=[N+]([O-])c1cnc2ccccc2c1	1.4	?	0	6	1	-1	-12
CC(C)CCN1CCN(Cc2nc3c(s2)CCCC3)CC1CCO (centres undefined)	1.8	3	2	6	-4	0	6
CS(=O)(=O)N1Cc2cc(C(=O)NCC3CC3)nc(-c3cccc(-c4cncnc4)c3)c2[C@@H]1CCO	0.0	0	-2	nt	nt	5	14
COc1ccccc1-c1cnc2c(c1)C(=O)N([C@H](C)CO)C[C@H](C)[C@@H](CN(C)C(C)=O)O2	-0.2	14	8	-1	-3	-1	-1
COCCN(C[C@@H]1[C@@H](c2ccccc2)[C@H](CO)N1C(C)=O)C(=O)c1ccccc1	0.4	-9	0	1	1	6	-2
Cc1cccc(CN2C(=O)[C@@H]3Cc4c([nH]c5ccccc45)C(C)(C)N3C2=O)c1	-0.1	-3	-3	-5	7	-9	5
CN(C)CCCNC(=O)[C@@H]1[C@@H](CO)[C@@H]2Cn3c(cccc3=O)[C@@H]2N1C(=O)Nc1ccccc1	-0.4	1	1	10	-1	-1	5
CC(=O)N1CCN(S(=O)(=O)c2cccc(C(=O)NC3CC3)c2)CC1	0.1	-4	8	4	-2	3	-2
COc1ccc(CNC(=O)C[C@@H]2CC[C@H]3[C@H](COc4ccc(NC(=O)C(C)C)cc4C(=O)N3C)O2)cc1	-0.1	-4	-11	-2	-3	-12	2
O=C(COC(=O)c1ccco1)c1ccc(Cl)cc1	nt	0	-5	5	-6	-6	3
C/C=C/c1ccc2c(c1)O[C@H](CN(C)C(C)=O)[C@H](C)CN([C@@H](C)CO)S2(=O)=O	0.3	45*	11	-12	0	50	-4
CC(C)NC(=O)Nc1ccc2c(c1)C(=O)N([C@H](C)CO)C[C@@H](C)[C@@H](CN(C)C)O2	-4.7	3	-6	4	11	-3	-4
C[C@@H]1CN([C@H](C)CO)C(=O)c2cccc(NC(=O)c3ccncc3)c2O[C@@H]1CN(C)Cc1ccc(C(F)(F)F)cc1	0.0	1	nt	-6	-2	-2	-2
CC1Cc2cc(S(=O)(=O)NCCC(=O)NCc3ccc(F)cc3)ccc2N1C(=O)C1CC1 (centres undefined)	-0.1	2	1	3	nt	-1	0
O=c1cc(-c2ccco2)oc2ccccc12	-0.1	-4	-11	6	0	2	-6
CC1CCCCC12NC(=O)N(CC(=O)Nc1ccc3c(c1)OCCCO3)C2=O (centres undefined)	-0.5	-2	-18	14	0	-4	9
Cc1ccc(C)c(S(=O)(=O)N2CCCC2CNC(=O)C(=O)NC2CCCC2)c1 (centres undefined)	-0.1	-2	5	14	5	3	-3
CCOC(=O)c1nc(Nc2ccc(N3CCC(C)CC3)cc2)c2ccccc2n1	0.6	15	1	-1	1	-11	0
COC(=O)c1c(-c2ccccc2OC)sc2ccccc12	0.6	4	nt	-10	-2	2	2
COc1ccc(OC)c(/C=C/C(=O)OCC(=O)N2CCCC2)c1	1.5	2	-1	-2	2	-3	nt
Cc1ccc(/C=N/Nc2ccc(Cl)nn2)cc1	nt	-5	2	nt	nt	-2	1
O=C(/C=C/c1cccc([N+](=O)[O-])c1)N1CCN(S(=O)(=O)c2cccs2)CC1	nt	1	-3	nt	nt	2	-7
COc1ccc(/C=N/NC(=O)c2cccnc2)cc1CN1CCN(c2ccc(F)cc2)CC1	3.2	-4	-1	-2	1	-29	2
Cc1cc(C)c2c3c(c(-c4ccccc4)n2n1)c(=O)n(C)c(=O)n3C	-0.7	-5	-6	-3	-3	0	-14
O=[N+]([O-])c1ccccc1OC/C(=N\O)c1ccccc1	nt	-3	-6	-5	4	2	4
COc1cc(/C=C2\C(=O)NN(c3ccc(C)cc3)C2=O)cc([N+](=O)[O-])c1O	nt	-1	11	nt	nt	-2	4
CC(CCn1cccn1)NC(=O)CCc1nnc(CCc2ccccc2)o1 (centres undefined)	nt	-3	-1	nt	nt	-7	-8
CSc1ncc(C(=O)Nc2ccccc2Cl)c(C)n1	-0.1	7	-1	-2	3	-1	2
CC(=O)c1ccccc1NS(=O)(=O)c1ccc2c(c1)CC(=O)N2	nt	-2	-3	0	-3	-5	0
O=C(NCc1cccnc1)c1noc2c1CCCCC2	nt	12	-8	nt	nt	0	7
O=C(C[C@H]1C[C@@H]2c3cc(NS(=O)(=O)c4ccc(F)cc4)ccc3O[C@@H]2[C@H](CO)O1)NC1CCCC1	-0.1	-2	0	-2	0	-3	1
O=C(CSc1ccccn1)Nc1nc2ccc(Br)cc2s1	nt	-3	-2	nt	4	1	1
O=C(NNS(=O)(=O)c1ccccc1C(F)(F)F)c1cc2ncc(C(F)(F)F)cc2s1	-0.1	?	1	nt	1	-1	-3
O=[N+]([O-])c1cc(/C=N/NC(=S)Nc2ccccc2Cl)ccc1Cl	nt	-6	-1	-4	-3	-2	0
O=C(c1ccccc1NS(=O)(=O)c1ccccc1)N1CCCCCC1	nt	-3	-1	-4	-5	-4	2

Continued:
SMILES	E-selectin induc	DENV2 CPE rescue	SIRT5 inh	C2C12 statin	PglD inh	S100A4 inh HTS	ERp5 inh
O=C(NCCN1CCCC1)[C@H]1[C@H](CO)[C@H]2Cn3c(cccc3=O)[C@H]2N1Cc1ccccn1	0.3	20	-1	nt	nt	-64	1
CCNC(=O)C[C@@H]1CC[C@@H]2[C@@H](COc3ccc(NC(=O)c4ccc(F)c(F)c4)cc3C(=O)N2C)O1	-0.1	-8	2	-5	-3	1	-4
COc1ccc(-c2nc(N)nc(C(F)(F)F)c2-c2csc(C)n2)c(O)c1	nt	-4	-1	nt	nt	-1	2
C[C@@H]1CN([C@@H](C)CO)S(=O)(=O)c2ccc(C#CCN(C)C)cc2O[C@H]1CN(C)S(C)(=O)=O	0.1	-3	-1	-4	0	-8	1
Cc1ccc2c(cnn2C(=O)CCC(=O)N2CCCCC2C)c1 (centres undefined)	-0.1	-1	5	6	-3	-1	-13
COc1ccc(S(=O)(=O)N(C)C[C@@H]2OCCCC[C@H](C)Oc3ccc(NS(=O)(=O)c4ccc(Cl)cc4)cc3C(=O)N([C@H](C)CO)C[C@H]2C)cc1	0.3	-9	6	nt	nt	-4	1
COc1ccc(C(=O)OCC(=O)Nc2cc(C)on2)cc1F	0.2	2	nt	0	0	-2	2
CCc1c(-c2ccccc2)ncn1Cc1cccc(-c2ccccc2)c1	-0.2	1	nt	nt	nt	0	-2
COc1cccc(NC(=O)[C@H](C)NC(=O)C2CCN(S(=O)(=O)c3ccc(C)cc3)CC2)c1	2.6	1	-7	nt	nt	1	-1
C[C@@H]1CN([C@@H](C)CO)C(=O)c2cc(NC(=O)CCCCCC(=O)Nc3ccccc3N)ccc2O[C@@H]1CN(C)C(=O)NC1CCCCC1	-0.1	-2	1	7	0	0	-4
CCN(CCO)Cc1csc2cc(C)ccc12	1.2	?	0	nt	nt	-1	0
Cc1ccc(-c2cnc3c(c2)C(=O)N([C@H](C)CO)C[C@H](C)[C@H](CN(C)Cc2ccccc2F)O3)cc1	-0.2	1	-3	1	4	3	2
Cc1ccc2nc(/C(C#N)=C/c3ccccc3C(=O)O)[nH]c2c1	9.0	16	5	0	-3	-4	-3
O=C(COC(=O)c1ccccc1C(=O)c1ccccc1)c1ccco1	-0.3	nt	nt	4	-5	nt	nt
Cc1cc(=O)oc2cc(OCC(=O)OCC(=O)NC3CC3)ccc12	nt	-2	-5	-6	-2	5	-1
CS(=O)(=O)Nc1ccc2c(c1)[C@H]1C[C@@H](CC(=O)NCC(F)(F)F)O[C@@H](CO)[C@H]1O2	-0.1	-1	-4	-11	3	-8	-3
Cc1cc(NC(=O)c2cc(S(=O)(=O)N3CCCCC3)ccc2C)no1	nt	2	-1	1	1	-8	2
CC(C)(C)NC(=O)CSc1nnc(-c2c[nH]c3ccccc23)o1	1.7	11	-4	-7	-1	-2	0
CCc1c(C)[nH]c2c1C(=O)C(CN1CCOCC1)CC2 (centres undefined)	0.1	-2	-4	4	-2	3	1
O=c1cc(-c2ccccc2)[nH]c2cc(Cl)ccc12	2.7	0	nt	-67	3	2	0
COC(=O)CCCCCCCCC(O)CN(C)C (centres undefined)	1.4	2	-4	nt	-3	-20	4
CN1CCN(C(=S)C(=O)Nc2ccccc2)CC1	4.0	9	0	nt	nt	-12	8
COCCCNc1nc2nonc2nc1N1CCC(C(C)N2CCOCC2)CC1 (centres undefined)	nt	6	0	2	-4	-1	-2
CCC(=O)N1Cc2cc(C(=O)N(C)C)nc(-c3cccc(-c4cncnc4)c3)c2[C@H]1CCO	0.2	-4	4	-17	5	-1	3
COc1ccc(C)cc1-n1c(=O)c2ccccc2c2ccccc2c1=O	0.7	-9	-4	nt	nt	-1	1
O=C(CCN1CCCCC1)N[C@H]1CC[C@H](CCn2cc(-c3cccc(F)c3)nn2)O[C@H]1CO	-0.3	-6	-3	6	2	12	2
